GPR55 beta-arrestin – selective activators of receptor GPR55 – imaging, U2OS cells, beta-arrestin-GFP redistribution, primary screen (AID 1961); U2OS GPR55 beta-arrestin-GFP redistribution imaging; higher % means a stronger effect; 290,000 compounds, 0.048% hits; activation, % at 10 µM; hits with a dose series show EC50 in µM;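 active = activation above 40% with more than 50 cells counted in the well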;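 also: U2OS osteosarcoma cells stably expressing GPR55 and beta-arrestin-GFP; plate controls were DMSO negative control for no effect and LPI positive control for full effect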
T cell HTS – modulates CD8 T cell binding to vesicles. 2C CD8+ T cell-vesicle binding, flow cytometry; stronger effect = lower value. calls only at 7 µM. 330,000 compounds, 0.068% hits;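 active = response, share of CD8 T cells binding vesicles, and their 90th percentile fluorescence all below set limits, cut at about 80% in these data, passing the limit was not always enough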
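System: murine 2C transgenic CD8+ T lymphocytes; also added: QL9-loaded Drosophila micro-vesicles; times: binding 1.5 h at 37 °C; measured by: flow cytometry, PE anti-B7-1 (FL2) versus Alexa647 anti-CD8 (FL8), PFA-fixed; control set: Peptide-free naked vesicles (low) and QL9 vesicles with 0.7% DMSO vehicle (high)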
NTR1 agonist – NTR1-driven beta-arrestin-GFP spot formation – imaging, U2OS cells, high content, primary screen (AID 493036). 330,000 compounds, 0.17% hits. agonist mode. activation, % at 20 µM. P30989;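 active = activation at or above 40% of the spot to cytoplasm intensity ratio, with at least 20 cells analyzed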;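 also: 0% = DMSO without peptide and 100% = 100 nM NTR1 peptide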
Target sequence (P30989 whole entry, looked up): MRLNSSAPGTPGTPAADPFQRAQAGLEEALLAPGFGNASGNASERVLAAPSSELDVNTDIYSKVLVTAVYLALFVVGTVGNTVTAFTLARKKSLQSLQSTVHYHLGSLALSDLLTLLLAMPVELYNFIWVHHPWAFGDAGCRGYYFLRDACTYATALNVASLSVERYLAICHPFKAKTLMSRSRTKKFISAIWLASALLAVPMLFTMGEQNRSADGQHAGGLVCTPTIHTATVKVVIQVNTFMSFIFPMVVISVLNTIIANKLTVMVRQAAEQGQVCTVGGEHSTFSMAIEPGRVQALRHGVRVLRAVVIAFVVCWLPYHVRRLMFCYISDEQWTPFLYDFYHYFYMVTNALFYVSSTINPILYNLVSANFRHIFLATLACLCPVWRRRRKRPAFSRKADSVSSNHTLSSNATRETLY
GPR35 antagonists – inhibition of zaprinast-stimulated GPR35 beta-arrestin translocation – imaging, U2OS, beta-arrestin-GFP, zaprinast agonist, primary screen (AID 2058) | U2OS GPR35 beta-arrestin-GFP translocation imaging, zaprinast antagonism; higher % means a stronger effect | one-dose inhibition, % at 10 µM; IC50 in µM for titrated hits | 290,000 compounds, 0.052% hits;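 active = inhibition of at least 50% with at least 30 cells and total cytoplasm GFP at most 10,000,000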
Large T inhibition – SV40 large T antigen inhibitors, biochemical (AID 1903). inhibition, % at 20 µM, or IC50 in µM where a hit was titrated. SV40 large T antigen ATPase/helicase inhibition assay; higher % means a stronger effect. 310,000 compounds, 0.39% hits; in the data active = a potency from the dose series; also: strong numbers were not always called active
Rac1 GTP hydrolysis – MgcRacGAP GTPase-activating activity inhibitors, confirmation, biochemical, ADP Hunter fluorescence; inhibition, % at 30 µM; hits with a dose series show IC50 in µM; MgcRacGAP-stimulated Rac1 GTP hydrolysis, ADP Hunter fluorescence; higher % means a stronger effect; GST-tagged Rac1 F28L mutant substrate; 340,000 compounds, 0.6% hits; AID 624330;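 active = first-screen hits whose inhibition reached a set limit at any dose in the follow-up dose series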;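 also: fluorescence reports GDP produced by GAP-driven GTP hydrolysis; strong numbers were not always called active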
GPR55 LPI antagonism – inhibition of LPI-stimulated GPR55 beta-arrestin translocation – imaging, U2OS, beta-arrestin-GFP, LPI agonist, primary screen (AID 2013). U2OS GPR55 beta-arrestin-GFP translocation imaging, LPI antagonism; higher % means a stronger effect. inhibition, % at 10 µM, or IC50 in µM where a hit was titrated. 290,000 compounds, 0.13% hits;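 active = spots per cell inhibited over 60%, with over 100 cells counted and total cytoplasm intensity under 500,000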;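 also: U2OS cells stably carrying GPR55 and arrestin-GFP stimulated by 5 µM LPI near EC80; imaged beta-arrestin-GFP aggregate spots per cell after agonist stimulation; plate controls were LPI-stimulated DMSO wells for no effect and DMSO wells without LPI for full effect; some results filed as inactive read as strong as hits; confirmed hits need IC50 under 10 µM and bright autofluorescent wells are also inconclusive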
Hep lipid drop – hepatic lipid droplet formation modulation; 240,000 compounds, 0.4% hits; inhibition, % at 6.5 µM; AML12 mouse hepatocytes, oleate lipid droplets, BODIPY imaging;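 active = lipid droplet intensity inhibited by at least 50%, with more than 500 cells counted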
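System: AML12 hepatocytes (mouse). Probe or stimulus: oleic acid at 100 µM to induce lipid droplet formation. Times: overnight treatment with compound plus oleate. Detection: Image-based BODIPY and DAPI two-channel analysis. Evaluation: percent inhibition of filter-corrected integrated lipid droplet intensity per well.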
LYP phosphatase – inhibitors of LYP phosphatase, biochemical, fluorescence intensity, uHTS (AID 1779) | recombinant LYP phosphatase, fluorescence intensity; higher % means a stronger effect | one-dose inhibition, % at 11.5 µM; IC50 in µM for titrated hits | 290,000 compounds, 0.054% hits; in the data active = inhibition above about 50%;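 also: plate controls were vehicle with enzyme for no effect and no enzyme for full effect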
Hep lipid drop cells 6.5 µM – recorded beside Hep lipid drop, whose call it bears; cell count; measured here: cell count, cytotoxicity flag;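 cells counted across two imaged fields per well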
T cell HTS vesicle-bound % – also measured in T cell HTS; calls as there; double positive events, %; measured here: CD8+ vesicle-bound cell fraction;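 binding gate set so that unloaded-vesicle control wells show 10% double positive cells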
NTR1 agonist cell count 20 µM – further read-out of NTR1 agonist, marked with its call; cell count; measured here: cell count, cytotoxicity flag
An asterisk follows results filed as active; i = inactive; . = not tested or not shown.

SMILES	GPR55 beta-arrestin	T cell HTS	T cell HTS vesicle-bound %	NTR1 agonist	NTR1 agonist cell count 20 µM	GPR35 antagonists	Large T inhibition	Rac1 GTP hydrolysis	GPR55 LPI antagonism	Hep lipid drop	Hep lipid drop cells 6.5 µM	LYP phosphatase
O=C(Nc1ccccn1)C1COc2ccccc2O1 (centres undefined)	-0.5%	i	34	0.2	55	7%	4%	0%	2%	3	736	-9%
N#Cc1ccc2ccn(CC(=O)NCc3ccco3)c2c1	-0.1%	i	58	3.9	68	18%	4%	5%	16%	15	784	-4%
O=C(Nc1ccc(CSc2ccccc2)cc1)c1ccccc1	0.2%	i	62	-1.1	35	-6%	0%	-3%	-7%	19	664	-6%
CCOC(=O)C(NC(=O)NCc1ccccc1)(OCC)C(F)(F)F (centres undefined)	-0.1%	i	41	1.1	40	3%	6%	0%	0%	-1	638	-8%
O=C(NCCS(=O)c1ccc(Cl)cc1)c1cccc(Cl)c1 (centres undefined)	-0.3%	i	49	-0.4	72	2%	7%	.	3%	0	678	-1%
COC(=O)N/N=C/c1cc(Br)ccc1O	0.1%	i	55	0.8	80	8%	6%	5%	4%	8	779	-3%
COc1ccc(CNC(=O)C(c2ccco2)N(C(=O)CNS(=O)(=O)c2ccccc2)c2ccccc2C)cc1 (centres undefined)	0.6%	i	43	6.1	66	9%	12%	7%	0%	0	747	3%
COc1ccccc1CNS(=O)(=O)c1cccc2nsnc12	0.0%	i	17	1.4	55	-3%	15%	6%	7%	-4	786	-6%
COC(=O)c1nc(Cl)c(Cl)c(N)c1Cl	0.1%	i	61	0.7	55	1%	19%	12%	1%	-1	681	1%
COc1cccc(-c2nnc(NC(=O)CCS(=O)(=O)c3ccc(C)cc3)o2)c1	.	i	10	-1.8	56	.	10%	3%	.	.	.	.
CC(Nc1nc(N2CCCC2)nc2ccccc12)c1ccccc1 (centres undefined)	0.4%	i	17	12	63	5%	1%	5%	60%	2	698	-4%
C=CCn1c(O)c(C(CC)=Nc2ccccc2NC(=O)CC)c(=O)[nH]c1=O	-0.1%	i	53	0.2	83	-4%	4%	4%	-2%	.	.	-7%

Full records, quoted from the list. Order of values: GPR55 beta-arrestin, T cell HTS, T cell HTS vesicle-bound %, NTR1 agonist, NTR1 agonist cell count 20 µM, GPR35 antagonists, Large T inhibition, Rac1 GTP hydrolysis, GPR55 LPI antagonism, Hep lipid drop, Hep lipid drop cells 6.5 µM, LYP phosphatase
`CC(Nc1nc(N2CCCC2)nc2ccccc12)c1ccccc1` (centres undefined) across the screens: 0.4%, i, 17, 12, 63, 5%, 1%, 5%, 60%, 2, 698, -4%
`O=C(Nc1ccccn1)C1COc2ccccc2O1` (centres undefined) across the screens: -0.5%, i, 34, 0.2, 55, 7%, 4%, 0%, 2%, 3, 736, -9%

Six structures from above, ordered by molar mass, descending:
SMILES	GPR55 beta-arrestin	T cell HTS	T cell HTS vesicle-bound %	NTR1 agonist	NTR1 agonist cell count 20 µM	GPR35 antagonists	Large T inhibition	Rac1 GTP hydrolysis	GPR55 LPI antagonism	Hep lipid drop	Hep lipid drop cells 6.5 µM	LYP phosphatase
COc1ccc(CNC(=O)C(c2ccco2)N(C(=O)CNS(=O)(=O)c2ccccc2)c2ccccc2C)cc1 (centres undefined)	0.6%	i	43	6.1	66	9%	12%	7%	0%	0	747	3%
C=CCn1c(O)c(C(CC)=Nc2ccccc2NC(=O)CC)c(=O)[nH]c1=O	-0.1%	i	53	0.2	83	-4%	4%	4%	-2%	.	.	-7%
O=C(Nc1ccc(CSc2ccccc2)cc1)c1ccccc1	0.2%	i	62	-1.1	35	-6%	0%	-3%	-7%	19	664	-6%
COC(=O)N/N=C/c1cc(Br)ccc1O	0.1%	i	55	0.8	80	8%	6%	5%	4%	8	779	-3%
O=C(Nc1ccccn1)C1COc2ccccc2O1 (centres undefined)	-0.5%	i	34	0.2	55	7%	4%	0%	2%	3	736	-9%
COC(=O)c1nc(Cl)c(Cl)c(N)c1Cl	0.1%	i	61	0.7	55	1%	19%	12%	1%	-1	681	1%

(listing goes on)
SMILES	GPR55 beta-arrestin	T cell HTS	T cell HTS vesicle-bound %	NTR1 agonist	NTR1 agonist cell count 20 µM	GPR35 antagonists	Large T inhibition	Rac1 GTP hydrolysis	GPR55 LPI antagonism	Hep lipid drop	Hep lipid drop cells 6.5 µM	LYP phosphatase
CCCS(=O)(=O)N1CCC(C(=O)NCCCOC(C)C)CC1	0.3%	i	6	0.2	41	9%	-7%	8%	14%	.	.	-4%
C=C1CCN([C@@H](C)C(=O)NCc2cc(OC)c(OC)c(OC)c2)S(=O)(=O)c2ccccc21	0.0%	i	20	-1.7	50	-8%	15%	5%	12%	29	709	-6%
O=C(O)C1C2C=CC(C2)C1C(=O)NCCCN1CCCC1=O (centres undefined)	0.0%	i	27	0.1	58	3%	20%	6%	20%	0	813	-7%
Cc1ccc(CCNC(=O)CS(=O)Cc2nc(-c3ccccc3F)oc2C)cc1 (centres undefined)	-0.2%	i	13	0.2	81	0%	11%	1%	-2%	-1	692	2%
COc1cc(N=Nc2c(O)c3ccccc3[nH]c2=O)c(OC)cc1N=Nc1ccccc1	0.9%	i	36	0.5	52	27%	4%	8%	7%	7	675	-2%
CC(C)(C)C(=O)Nc1sc(-c2ccccc2)cc1C(=O)O	-0.1%	i	23	2.3	65	7%	16%	-4%	-5%	9	740	0%
COc1cc(S(=O)(=O)NCc2cccnc2)ccc1F	0.1%	i	22	1.7	90	-4%	9%	0%	8%	5	698	0%
O=C(CCn1c(=O)oc2ccccc21)Nc1ccon1	-0.3%	i	12	0.7	54	-7%	5%	2%	-4%	10	698	3%
COc1ccc(-c2cc(C(=O)NCCCN3CCOCC3)no2)cc1	-0.2%	i	38	-0.9	40	-9%	3%	6%	51%	-7	802	-4%
CCOc1ccc(C2NC(=O)c3ccccc3O2)cc1OC (centres undefined)	-0.1%	i	47	0.9	64	0%	-1%	-2%	20%	2	886	-8%
O=C(CSC(=S)N1CCCC1)NCCc1ccccc1	.	i	22	0.1	57	.	15%	-1%	.	.	.	.
CCn1ccnc1CN1CCCC(C(=O)c2ccc3c4c(cccc24)CC3)C1 (centres undefined)	-0.3%	i	64	-0.6	43	6%	2%	-3%	2%	-5	716	-8%
Cc1cccc(OCCc2nnc(N)s2)c1C	-0.2%	i	11	-1.5	81	14%	0%	6%	11%	.	.	-1%
Cc1nc2ccc(S(=O)(=O)N3CCCCC3)cc2s1	0.0%	i	15	-0.7	39	-2%	3%	-3%	-6%	-20	813	-5%
CCC(C)NC(=O)CN(c1ccc(OC)cc1)S(=O)(=O)c1ccccc1 (centres undefined)	0.2%	i	56	2.6	43	4%	-1%	2%	9%	11	656	-7%
C/C(=N\NC(=O)c1ccccc1Br)c1ccc(N2CCOCC2)cc1	0.1%	i	57	-0.1	66	-2%	8%	3%	11%	-4	679	1%
COc1ccc2oc(C(=O)OCC(=O)N(CC(C)C)c3c(N)n(Cc4ccccc4)c(=O)[nH]c3=O)c(C)c2c1	.	i	38	0.4	61	.	15%	8%	.	.	.	.
O=C1/C(=C/c2ccco2)CCC1C1CCCC1 (centres undefined)	0.1%	i	52	3.2	60	-18%	13%	-8%	12%	-2	719	0%
O=C(/C=C/c1ccccc1)CC(O)(c1ccccc1)C(F)(F)C(F)F (centres undefined)	18%	i	27	22	45	12%	7%	-2%	26%	12	777	-1%
CC(C)CN(C(=O)CSc1nnc2c(Cl)cc(C(F)(F)F)cn12)C1CCS(=O)(=O)C1 (centres undefined)	0.7%	i	48	-3.1	84	12%	13%	1%	-2%	2	669	6%
Clc1ccc(CN(Cc2ccc(Cl)cc2)c2nn[nH]n2)cc1	-0.3%	i	55	-0.5	87	0%	18%	1%	8%	-38	694	-5%
COc1ccc(C(=O)Nc2nc3ccccc3[nH]2)cc1S(=O)(=O)N1CCOCC1	-0.3%	i	18	0.6	39	0%	-1%	2%	-1%	5	709	-4%
S=C(c1ccc2c(c1)OCO2)N1CCCCC1	0.0%	i	53	-1.3	44	-1%	14%	15%	6%	-3	764	-1%
COc1ccc(C(=O)NCc2nnc(SCC(=O)N3CCC(C)CC3)o2)cc1OC	-0.1%	i	27	-1.5	88	-4%	7%	-3%	6%	.	.	-1%
Cc1cc(C)c2c(c1)NC(=O)C2(O)CC(=O)c1cccs1 (centres undefined)	-0.1%	i	38	1.9	74	19%	-9%	4%	-5%	-14	798	-10%

Screening data from PubChem.
